# Screens from PubChem.
# aDG glyco up: activators of alpha-DG glycosylation, primary screen, uHTS, Pro5-aDG cells, AlphaScreen; alpha-DG glycosylation AlphaScreen (IIH6); 0% Pro5, 100% B10-LARGE cell signal; activation, % at 10 µM; 360,000 tested, 0.22% active; AID 624168, 2012;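 active = activation of at least 8% versus controls, or a plate z-score of at least 8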;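 also: Pro5 are CHO cells carrying HIG-tagged alpha-DG that lacks glycosylation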
# Cardio protect: cardioprotection against H2O2-induced cell death, primary screen, uHTS, H9c2 cells, ATPLite luminescence; H9c2 cardiomyocytes, H2O2 injury protection, 2 h; protection from H2O2 cell death, % at 20 µM; AID 588492, 2011; 360,000 tested, 0.63% active;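 active = compounds giving at least 50% protection of heart cells from peroxide-induced death in the single-dose screen, raw or plate-pattern-corrected value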;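 also: 0% = DMSO wells with peroxide and 100% = DMSO wells without peroxide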
# Exocytosis inh: LAMP-1 surface exposure blockers, TALL-104 cells – cell-based, flow cytometry, MLPCN library, primary screen | 360,000 tested, 0.66% active | inhibition, % at 10 µM | TALL-104 LAMP-1 surface exposure; cells stimulated with thapsigargin and PMA;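 active = inhibition above about 55%, limit read from the data; inconclusive = no clear call, values can overlap the other calls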
# ABCB6 inh 2: ABCB6 transporter inhibitors, primary screen, K562-ABCB6 cells, flow cytometry, MLPCN library; K562-ABCB6 porphyrin accumulation, 1 h; active compounds read low; fluorescence ratio to DMSO, % at 10 µM; 360,000 tested, 0.19% active; AID 602162, 2011;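 active = fluorescence ratio to DMSO below 75%, the collection mean minus 3 SD; inconclusive = too few cells collected in the well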;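 also: signal is porphyrin accumulated inside mitochondria; 100% equals median channel fluorescence of DMSO control wells; lower ratio means ABCB6 inhibition with less porphyrin fluorescence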
# PDI inh: inhibitors of human PDI, primary screen, biochemical, turbidity, single point, plate reader | 350,000 tested, 0.052% active | PDI insulin aggregation turbidity, A650, 90 min | inhibition, % at 10 µM;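 active = mean inhibition across replicates of 30% or more, whatever share of single replicates reach that level; inconclusive = mean inhibition below 30% while every single replicate reaches 30%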;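 also: absorbance from insulin aggregation driven by PDI reduction with DTT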
# Target sequence (P07237 whole entry, looked up): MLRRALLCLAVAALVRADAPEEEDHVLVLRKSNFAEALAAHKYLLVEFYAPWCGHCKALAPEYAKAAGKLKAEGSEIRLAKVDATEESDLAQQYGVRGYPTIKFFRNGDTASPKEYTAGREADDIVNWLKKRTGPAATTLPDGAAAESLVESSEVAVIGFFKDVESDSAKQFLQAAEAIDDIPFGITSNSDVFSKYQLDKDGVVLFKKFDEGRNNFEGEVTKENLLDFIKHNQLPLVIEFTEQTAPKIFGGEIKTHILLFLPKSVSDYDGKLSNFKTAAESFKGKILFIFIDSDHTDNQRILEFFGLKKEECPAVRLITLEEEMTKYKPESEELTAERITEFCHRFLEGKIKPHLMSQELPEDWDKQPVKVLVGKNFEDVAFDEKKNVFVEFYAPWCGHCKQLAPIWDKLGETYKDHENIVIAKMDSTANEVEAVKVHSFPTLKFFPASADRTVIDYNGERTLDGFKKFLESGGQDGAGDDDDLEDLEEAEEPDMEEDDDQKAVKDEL
# iPSC survival up: enhancers of single-cell hiPSC survival, primary screen, ATPlite luminescence | 100% = ROCK inhibitor wells, 0% = DMSO | AID 602274, 2012 | 360,000 tested, 0.044% active | survival enhancement, % at 20 µM; in the data active = survival enhancement above about 18%;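 also: cells exposed to compounds for 16 hours before the ATP read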
# Vif inh: HIV Vif self-association inhibitors, primary screen, imaging, HEK293T, single point. AID 602346, 2012. HEK293T cells, Vif self-association by quenched fluorescence, 24 h. 340,000 tested, 0.35% active. inhibition, % at 7.49 µM; in the data active = inhibition above about 50%, passing the limit was not always enough; inconclusive = no clear call, values can overlap the other calls; inactive = below about 31%; also: some results filed as inactive read as strong as hits
# CaV13 FRET inh: Disruptors of the CACNA1D IQ motif to Ca2+-dependent inactivation inhibitor domain association, primary screening, Förster resonance energy transfer in intact living … | HEK cells, CFP/YFP FRET ICDI-IQ, plate reader, 10 min; percent FRET-ratio fall versus neutral wells | inhibition, % at 12.3 µM | 340,000 tested, 0.098% active | AID 743397;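 active = mean replicate inhibition of at least 30% and at least 1% of replicates passing that level; inconclusive = only one of the two criteria is met; inactive = neither criterion is met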;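 also: 0% = median of the neutral control wells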
# m5-HT2A agonist: mouse Htr2a agonists via beta-arrestin recruitment, primary screen, cell-based, luminescence | activation, % at 7.6 µM | CHO-K1 mHTR2A beta-arrestin complementation; percent of 30 µM serotonin response | 360,000 tested, 0.66% active | AID 624169, 2012 | 5-hydroxytryptamine receptor 2A (Mus musculus), P35363;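 active = activation above a run cutoff, the mean activation of all tested compounds plus 3 SD, cut at about 14% in these data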;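 also: 0% = plate median of compound wells and 100% = 30 µM serotonin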
# Target sequence (P35363 whole entry, looked up): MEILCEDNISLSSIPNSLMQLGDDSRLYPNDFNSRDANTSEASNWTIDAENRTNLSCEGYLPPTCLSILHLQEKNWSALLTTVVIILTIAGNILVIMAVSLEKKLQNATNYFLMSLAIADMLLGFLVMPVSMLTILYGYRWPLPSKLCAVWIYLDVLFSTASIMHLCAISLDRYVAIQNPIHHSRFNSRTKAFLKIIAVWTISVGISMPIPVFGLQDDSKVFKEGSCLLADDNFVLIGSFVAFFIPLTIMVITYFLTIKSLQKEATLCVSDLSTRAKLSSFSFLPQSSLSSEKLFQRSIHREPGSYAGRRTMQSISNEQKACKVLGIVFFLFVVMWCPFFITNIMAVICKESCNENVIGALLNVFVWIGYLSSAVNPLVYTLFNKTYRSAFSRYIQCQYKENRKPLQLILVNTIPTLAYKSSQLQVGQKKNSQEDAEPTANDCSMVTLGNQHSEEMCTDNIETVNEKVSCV
# Glyco luc inh: increase of ERlucT glycosylation luciferase signal, primary screen, N-linked glycosylation inhibitor project, D54 ERlucT cells, luminescence, set 2. D54 ERlucT glycosylation luciferase reporter, 24 h; percent of 100 nM tunicamycin response. reporter increase, % at 12.5 µM. 360,000 tested, 0.23% active. AID 588692, 2011;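 active = mean luciferase reporter signal, scaled so untreated is 0 and the glycosylation-blocking control 100, at or above a set limit in every replicate; inconclusive = mean reaches the limit but not every replicate does; inactive = mean below the limit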;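 also: luciferase carries N-glycosylation sites so blocking glycosylation raises the light; 0% = median of neutral control wells and 100% = median of 100 nM tunicamycin wells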
# Numbers without * were called inactive; ? = inconclusive; · = no result given.
SMILES,aDG glyco up,Cardio protect,Exocytosis inh,ABCB6 inh 2,PDI inh,iPSC survival up,Vif inh,CaV13 FRET inh,m5-HT2A agonist,Glyco luc inh
CCCCCOC(=O)Cn1c(N2CCOCC2)nc2c1c(=O)[nH]c(=O)n2C,0.2,7,-4,100,-2,1.6,-28,·,-2,2
C#CCN(C[C@@H]1[C@@H](OC(=O)NCc2ccccc2)[C@@H](OC(=O)NCc2ccccc2)CN(C(=O)OC(C)C)N1C(=O)OC(C)C)S(=O)(=O)c1ccc(C)cc1,2.1,-10,-3,98,12,0.0,-2,-5,0,-4
Cc1onc(-c2ccccc2Cl)c1C(=O)N1CCN(C=O)CC1,0.1,1,-3,102,15,0.2,-1,-7,11,0
COC(=O)N1CCCCC1c1cc(C(=O)Nc2ccc(OC)cc2C)no1 (stereo not given),0.1,7,27,98,1,6.2,-2,-5,5,1
Oc1ccc(/C=N/NC(=S)N/N=C/c2ccc(O)cc2)cc1,0.2,-5,2,98,4,0.1,-1,-5,-2,1
CC1(C(=O)NCc2ccccc2)CN(S(C)(=O)=O)CC(=O)N1Cc1ccc2c(c1)OCO2 (stereo not given),-0.2,·,5,·,·,·,·,-17,0,·
COc1ccc(C(=O)Nc2ccc(Cl)cc2C(=O)NCc2ccco2)cc1,-0.2,-4,2,89,-9,0.6,13,-7,-4,17
O=C1c2ccccc2C(Nc2ccc(Cl)cn2)N1Cc1ccccc1 (stereo not given),-0.2,-4,-1,98,·,4.2,-5,-5,-3,-5
Cc1ccc2c(C(=O)CCl)c(C)[nH]c2c1,0.6,-13,-2,109,-5,-0.4,-2,-4,-3,-2
COc1ccc(OCC(=O)NNC(=S)NC(=O)C2CC2)cc1,-0.1,13,1,100,-3,-0.3,-5,-7,3,2
COc1ccc(/C(C)=N/NC(=O)c2nc(C)cc(C)n2)cc1,-0.2,2,0,92,8,-0.1,·,-12,4,1
Cc1cccn2c(=O)c3cc(C(=O)NC4CCCCC4)n(C)c3nc12,0.3,17,2,98,4,-0.6,-1,-7,3,23
Cc1nc(NCCc2ccccc2)c2nnn(Cc3ccccc3)c2n1,0.1,-6,-1,91,0,0.9,9,-20,0,-2
Cc1ccc(C(=O)N/C(=C\c2ccc(-c3cccc([N+](=O)[O-])c3)o2)C(=O)NCCCN(C)C)cc1,0.1,-5,1,100,-12,0.9,0,-5,7,-7
COc1ccccc1C(=O)OCC#CCSc1nnc(-c2cccc3ccccc23)o1,-0.2,-5,-4,96,-15,0.1,-7,-6,-1,0
COc1cccc(C(NC(C)=O)c2nc(-c3ccoc3)cs2)c1 (stereo not given),-0.1,1,-18,95,4,2.0,8,-5,0,1
CC1CN(S(=O)(=O)c2csc(C(=O)Nc3ccccc3)c2)CC(C)O1 (stereo not given),0.7,-4,-1,97,-10,-0.3,-31,-6,-1,-1
Cc1nnc(C)n1/N=C/c1cc(Br)ccc1O,-0.4,66*,0,122,9,-4.2,1,·,11,1
COC(=O)c1ccc2nc(-c3ccc(OC)c(OC)c3)c(CC3CCCCC3)n2c1,0.3,9,-7,98,·,1.0,·,-8,1,2
CC(C)OC(=O)C1C2C=CC3(CN(CC4CCCO4)C(=O)C13)O2 (stereo not given),0.1,5,-1,102,-9,0.1,33,-5,2,0
COC(=O)C1=C(C)N(C)C(C)=C(C(=O)OC)C1c1cccc(Br)c1,-0.4,-17,0,95,1,20*,8,-5,-3,0
O=C(CCC(=O)NNc1nc2ccccc2c2nc(-c3ccccc3)nn12)NCCCN1CCOCC1,0.9,6,-2,103,-1,0.5,·,-1,1,0
C=CCN=C1CCCc2c1[nH]c1ccc(C)cc21,0.3,-13,-5,104,-3,-3.0,-1,-5,1,4
COC1(OC)N=C(N)C2(C#N)C(c3ccccc3)NC(C)=CC12C#N (stereo not given),-0.3,13,2,101,-2,2.6,7,-4,-2,0
NC(=O)c1ncn([C@@H]2O[C@H](CNCc3cc(Cl)ccc3OCc3ccc(Cl)cc3)[C@@H](O)[C@H]2O)n1,-0.2,-1,-3,97,5,1.8,·,-10,1,1

# (more compounds)
SMILES,aDG glyco up,Cardio protect,Exocytosis inh,ABCB6 inh 2,PDI inh,iPSC survival up,Vif inh,CaV13 FRET inh,m5-HT2A agonist,Glyco luc inh
CC(C)=CCN1CCN(Cc2c(C)nn(C)c2Cl)CC1CCO (stereo not given),-0.2,1,8,105,-8,-2.8,-5,-3,1,1
COc1ccc(CC(=O)OCC(=O)Nc2c(C)n(C)n(-c3ccccc3)c2=O)cc1OC,0.1,-2,-1,95,-4,-0.5,-2,-6,12,-2
Nc1c(N(Cc2ccco2)C(=O)COc2ccccc2F)c(=O)[nH]c(=O)n1Cc1ccccc1,-0.2,7,0,101,-8,0.2,0,-6,2,1
O=C(NCc1cccc(F)c1)c1cccc(OC2CCN(C(=O)C3CC3)CC2)c1,0.6,-4,1,94,24,-0.3,-3,-6,2,-3
Cc1cnc(NC(=O)Cc2ccc(Br)cc2)s1,-0.3,-2,-19,93,-3,1.0,-1,-6,4,-4
CC1CCC(NC(=O)c2cccn2C)CC1 (stereo not given),0.2,-5,-4,99,12,0.5,0,-6,4,-14
Cc1nc2ccccc2c2nc3ccccc3n12,0.4,1,-4,101,-11,0.1,3,·,-2,6
CC(Sc1nnc(NC2CC2)s1)C(=O)Nc1ccc(S(N)(=O)=O)cc1 (stereo not given),-0.4,-3,-4,99,-9,-0.8,5,-6,-1,2
COC(=O)[C@H](CC(C)C)NC(=O)N1CCN(c2cccc(C(F)(F)F)c2)CC1,0.6,-5,2,96,-7,-0.1,1,-6,0,-2
O=C(NCCN1CCOCC1)c1cc(-c2ccc(Cl)c(Cl)c2)on1,0.1,-4,-6,82,6,0.5,1,-4,4,-2
Cc1cccc(CSc2nnc(Cn3c(=O)sc4ccccc43)n2C)c1,-0.2,10,2,102,·,0.1,14,-2,-5,-1
CCCCOc1ccccc1C1C(C(N)=O)=C(C)Nc2nnnn21 (stereo not given),-0.1,3,0,100,-3,0.9,11,-5,3,0
CC1=Nn2c(nc(-c3ccccc3)c2-c2ccccc2)NC(=O)C1Br (stereo not given),0.3,-6,0,91,6,4.5,-3,·,-3,0
COc1ccc(C(=O)N/N=C(\C)c2ccc(NC(=O)Cc3ccccc3)cc2)c(OC)c1,0.7,3,4,95,6,-0.6,6,-5,2,0
COc1ccccc1N(Cc1cc(=O)[nH]c2ccccc12)C(=O)c1ccccc1,0.0,22,1,93,0,-0.1,2,-16,2,0
CCCCCCCC/C=C\CCCCCCCC(=O)NCCc1ccc(O)c(O)c1,0.0,67*,6,92,3,-3.5,2,-4,34*,8
COc1cccc(S(=O)(=O)N2CCN(C(=O)c3ccco3)CC2)c1,-0.2,14,7,96,-2,2.7,-6,-3,0,2
CC[C@@H](Nc1ncnc2c1oc1ccccc12)C(=O)O,-0.2,-3,0,98,1,-0.6,-4,4,0,1
CCOC(=O)c1c(NC(=O)C2CC2)sc2c1CC(C)(C)OC2,-0.2,-5,-2,93,4,0.1,7,-9,0,-1
COc1cc(CN2CC(=O)N(c3cc(Cl)ccc3C)C2=S)cc(OC)c1OC,0.3,-3,1,97,4,-0.7,-14,-18,-4,1
O=C(Nc1cc(Cl)ccn1)C1(c2ccccc2)CC1(Cl)Cl (stereo not given),0.1,-10,-19,103,-6,3.1,0,-5,0,-2
COc1ccc2[nH]c(C)c(CCN(Cc3cccs3)C(=S)Nc3ccccc3)c2c1,1.3,-4,7,97,8,-4.3,-2,-9,8,-1
CN(Cc1ccccc1)C(=O)c1ccc(NC(=O)Cc2cccc(NC(=O)C3CCCN(C(=O)C4CCC4)C3)c2)cc1 (stereo not given),0.4,-5,19,96,14,0.1,2,-3,10,2
Cc1csc(NC(=O)C(CC(C)C)NS(=O)(=O)c2ccc3c(c2)oc(=O)n3C)n1 (stereo not given),0.3,19,-2,96,-7,-1.3,4,-3,-6,2
COCCOC(=O)c1c(C)oc2ccc(OS(C)(=O)=O)cc12,-0.1,-6,-2,99,-10,-0.9,20,0,-2,2

# Carrying on:
SMILES,aDG glyco up,Cardio protect,Exocytosis inh,ABCB6 inh 2,PDI inh,iPSC survival up,Vif inh,CaV13 FRET inh,m5-HT2A agonist,Glyco luc inh
COc1ccccc1N1CCN(C(=O)Cn2nc(C(F)(F)F)c3c2CCC3)CC1,0.5,2,-1,91,10,0.9,-10,·,3,0
CCSc1nc2[nH]ncc2c(=O)[nH]1,-0.2,3,?,98,-7,-0.1,1,-4,0,2
COc1ccc(C(=O)NCCN2CCN(C(=O)c3ccc(OC)c(OC)c3)CC2)cc1OC,-0.1,0,2,100,-2,-0.7,7,-2,1,2
O=C(NCc1ccncc1)c1ccc(Cl)c(S(=O)(=O)N2CCOCC2)c1,-0.1,2,2,90,6,1.5,8,-5,-5,-2
O=C(NC1CCCC1)C(c1ccccn1)N(Cc1ccc(F)cc1)C(=O)c1csnn1 (stereo not given),0.2,-3,7,99,16,-0.3,19,-2,1,0
COCCNC(=O)C(Cc1c[nH]c2ccccc12)NC(=O)OCc1ccccc1 (stereo not given),-0.1,-5,1,102,2,0.0,-5,-3,-1,-1
COc1ccc2nc(NC(=O)CN(C)S(=O)(=O)c3cccs3)sc2c1,-0.2,-2,-2,89,8,-0.8,-2,-4,-4,-8
COC(=O)c1c(C)[nH]c(C(=O)COc2ccc3ccc(=O)oc3c2)c1C,0.0,81*,-1,96,2,2.1,?,-15,13,1
COc1ccc(S(=O)(=O)N2CCCCC2)cc1NC(=O)c1[nH]c(C)c(C(C)=O)c1C,-0.1,5,-1,98,-5,-0.9,12,·,-5,55*
Nn1cc(-c2ccccc2)nc1SCC(=O)Nc1ccc2c(c1)OCO2,-0.1,-2,2,93,-6,0.3,-5,-7,-3,4
O=C(c1cccc(Cl)c1)C1CCCN(C(=O)c2ccc3c(c2)OCO3)C1 (stereo not given),0.1,-7,12,96,0,-0.6,-1,-3,-1,1
CN1CCOCCOc2ccccc2OCCOCC1,-0.1,-2,-4,104,1,-0.1,-1,-2,6,1
Cc1ccc(C)c(NC(=O)CN(C)C(C)C(=O)N2CC(C)CC(C)C2)c1 (stereo not given),0.0,0,4,104,1,-0.4,-10,-15,1,2
COc1ccc(NS(=O)(=O)c2cccc(N3CC(O)=C(c4ccccc4)C3=N)c2)cc1,0.2,0,-8,96,6,-0.7,5,-18,-3,1
Cc1c(Cl)cccc1NC(=O)COC(=O)Cn1cnc2c1c(=O)n(C)c(=O)n2C,-0.1,3,2,101,5,-3.1,0,-2,-7,2

# Rows were taken by chance; 3.1% or so of the library scored in one or more.
